Screens from PubChem.
mcGAS inh: cyclic GMP-AMP synthase inhibitors, mouse, primary biochemical chemiluminescence | recombinant cGAS, Kinase-Glo ATP depletion luminescence | actives 0.15% (n = 160,000) | inhibition, % at 12.5 µM;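 further: 0% = negative control wells and 100% = reference inhibitor with no enzyme activity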
hcGAS inh: Primary biochemical luminescence assay for human cyclic GMP-AMP synthase inhibitors; inhibition, % at 12.5 µM; actives 0.081% (n = 290,000); AID 1259398, 2018; Q8N884; recombinant h-cGAS, ATP depletion, Kinase-Glo luminescence;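 further: 0% = vehicle reaction and 100% = reaction without DNA for no activity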
Target sequence (Q8N884 whole entry, looked up): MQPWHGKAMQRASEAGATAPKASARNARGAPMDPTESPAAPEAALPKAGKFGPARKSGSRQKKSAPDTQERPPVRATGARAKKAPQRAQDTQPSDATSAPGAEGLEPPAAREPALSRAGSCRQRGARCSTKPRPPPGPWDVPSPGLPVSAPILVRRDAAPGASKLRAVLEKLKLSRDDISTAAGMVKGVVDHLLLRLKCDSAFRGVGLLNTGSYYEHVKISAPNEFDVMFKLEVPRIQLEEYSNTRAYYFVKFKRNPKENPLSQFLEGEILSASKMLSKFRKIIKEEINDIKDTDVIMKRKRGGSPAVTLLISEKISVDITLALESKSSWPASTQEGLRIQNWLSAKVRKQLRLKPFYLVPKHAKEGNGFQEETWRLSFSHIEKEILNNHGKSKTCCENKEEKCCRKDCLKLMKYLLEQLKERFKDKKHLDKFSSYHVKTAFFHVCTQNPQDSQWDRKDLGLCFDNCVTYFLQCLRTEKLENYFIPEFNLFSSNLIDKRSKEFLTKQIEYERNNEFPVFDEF
NPYLR7 ag: agonists of mosquito NPYLR7 receptor, primary screen, cell-based, Aedes aegypti, calcium fluorescence, mosquito biting behavior | Aedes aegypti neuropeptide Y-like receptor 7 (NPYLR7) | activation, % at 10 µM | HEK293T NPYLR7/Galpha15, GCaMP6s calcium fluorescence | AID 1259423, 2018 | actives 0.15% (n = 270,000); in the data active means activation above about 40%;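 further: 0% = vehicle and 100% = reference agonist at the receptor; some compounds past the cut are filed as inactive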
* marks the source's active call; other numbers are inactive results; x = not tested or not shown; & = joins results of further samples. Unless noted, no stated cut-off is given here; in the data, active means inhibition above about 40%; inactive means the rest.

1: O=c1c(Cl)c(N2CCN(c3ccccc3)CC2)cnn1Cc1ccccc1Cl
2: Cc1nc2c(cnn2C(C)C)cc1C(=O)Nc1nc(-c2ccc(F)cc2)c(C)s1
3: CO[C@H]1O[C@H](CBr)[C@@H](OC(=O)c2ccccc2)[C@H](O)[C@H]1O
4: Cc1ccccc1OCC(C)NS(=O)(=O)c1cnc[nH]1 (stereo unspecified)
5: CCCCn1cc(S(=O)(=O)c2ccccc2)c(=O)c2cc(Cl)ccc21
6: CCOc1cc(N2CCOCC2)c(OCC)cc1NC(=O)CCc1ccc(N(C)C)cc1

compound no. | 1 | 2 | 3 | 4 | 5 | 6
mcGAS inh | x | x | x | x | -4 | 0
hcGAS inh | -7 | -3 | -3 | -6 | -2 | -3
NPYLR7 ag | 11 | 2 | 5 | -7 | -4 | -4

7: COc1ccc(C(C)N(C)C(=O)CC2(c3ccc(-c4ccccc4)cc3)CC(=O)N(C)C2=O)cc1 (stereo unspecified)
8: Cc1cc(OCc2nc(C(=O)NCc3ccco3)cs2)ccc1Cl
9: COCCCNCc1ccc2n1CCN=C2c1ccccc1
10: COCCNC(=S)NC/C=C(\C)CCC=C(C)C
11: CCC1CCCCN1Cc1nc2c(c(=O)n(C)c(=O)n2C)n1Cc1ccc(Cl)cc1 (stereo unspecified)
12: COc1ccc(OCC(O)CN(CCC(C)C)Cc2ccc(F)cc2F)cc1 (stereo unspecified)

compound no. | 7 | 8 | 9 | 10 | 11 | 12
mcGAS inh | -14 | -5 | x | -4 | -8 | -7
hcGAS inh | -11 | -5 | -6 | -4 | -5 | -8
NPYLR7 ag | 5 | 25 | 19 | -1 | 2 | 16

13: CCOC(=O)c1scc(-c2ccccc2)c1S(=O)(=O)N1CC=C(c2ccccc2)CC1
14: CCOc1cn(C)c(C(=O)Nc2ccc(C)c(Cl)c2)cc1=O
15: CC(C)N(CCN1C(=O)CSC1c1ccccc1F)C(=O)c1ccccc1Cl (stereo unspecified)
16: Cc1cc(C)c(S(=O)(=O)Nc2ccccc2C(F)(F)F)c(C)c1
17: NC(=O)C1CCCCN1Cc1ccc(C(=O)N2CCCC2)cc1 (stereo unspecified)
18: COc1ccc(N(C)C(=O)Cn2cccc(C(F)(F)F)c2=O)cc1OC

compound no. | 13 | 14 | 15 | 16 | 17 | 18
mcGAS inh | -6 | x | -4 | x | -2 | -11
hcGAS inh | -4 | -7 | -5 | -4 | -2 | -5
NPYLR7 ag | 0 | 2 | -5 | -4 | -3 | -6

19: CON(C)C(=O)c1cccn1CCc1ccccc1
20: CCn1ccc(=O)nc1SCc1ccc2ccccc2n1
21: CCOC(=O)CN(C(C)=O)[C@@H]1C[C@@H]2CO[C@H](c3ccccc3)C[C@@H]2C1
22: Cc1ccc(C(=O)NCC(=O)N2CCc3ccccc32)cc1C
23: CCCCN(CC(=O)N(CCc1c[nH]c2ccccc12)Cc1ccccc1)C(=O)COc1ccc(Cl)cc1
24: O=C(c1cccc(-n2cnnn2)c1)N1CCN(C(=O)C2CC2c2ccc(F)cc2)CC1 (stereo unspecified)

compound no. | 19 | 20 | 21 | 22 | 23 | 24
mcGAS inh | x | -15 | -9 | x | -4 | x
hcGAS inh | -1 | -11 | -6 | 10 | -4 | 3
NPYLR7 ag | -2 | -1 | 22 | 1 | 26 | 0

25: Cc1ccc(-n2nnc3c(=O)n(CC(N)=O)cnc32)cc1
26: OC1CCN(c2ccc(Nc3cnc4ccccc4n3)cc2)CC1
27: CCCCCC(=O)c1c(C)[nH]c(C(=O)OCC)c1C
28: O=C1NC(=O)c2cc(Cl)c(Cl)cc21
29: O=C(NCc1ccc(Cl)cc1)c1nnn(Cc2cccc(F)c2)c1-n1cccc1
30: CC(=O)Nc1ccc(CN2CCC2(C)C(=O)Nc2cnc3ccccc3c2)cc1 (stereo unspecified)

compound no. | 25 | 26 | 27 | 28 | 29 | 30
mcGAS inh | x | x | -2 | x | -7 | x
hcGAS inh | 2 | -2 | -6 | -1 | -5 | -13
NPYLR7 ag | 4 | -1 | 8 | -7 | 3 | 4

31: COc1ccccc1-c1nccn1C(Cn1ccnc1)c1ccccc1 (stereo unspecified)
32: CC(C)(C)C(O)=CS(=O)(=O)c1ccccc1
33: CCOC(=O)CSc1nc2ccccc2n1C
34: Cc1nn(C)cc1C(C)Nc1cc(CN)ncn1 (stereo unspecified)
35: COc1cccc(OC)c1CN1CC(O)CN(C(=O)COc2ccccc2)CC1=O (stereo unspecified)
36: COc1ccc(C(=O)NC2CC2)cc1OC1CCN(C/C=C/c2ccccc2)CC1

compound no. | 31 | 32 | 33 | 34 | 35 | 36
mcGAS inh | x | x | 5 | x | -2 | x
hcGAS inh | 2 | -5 | 7 | -1 | 11 | -2
NPYLR7 ag | -1 | -4 | -22 | 0 | -7 | -2

37: COCCCN(CC(=O)N(CCc1ccc(OC)c(OC)c1)Cc1cccs1)S(=O)(=O)c1c(C)cc(C)cc1C
38: COC(=O)c1ccc(N2C(=O)CC(NCCc3ccc(OC)c(OC)c3)C2=O)cc1 (stereo unspecified)
39: NCCc1nc(NCCC2CCN(C3CCCC3)CC2)c2ccccc2n1
40: CCN(CCCCO)C(=O)c1ccc(NC(=O)OC(CCN(C)C)c2ccc(OC)cc2)cc1 (stereo unspecified)
41: Cc1cc(C)c(C(=O)N2CCOC(CCN(C)C)C2)o1 (stereo unspecified)
42: COc1ccc(Cn2c(C3(c4ccc(Cl)cc4)CCC3)n[nH]c2=S)cc1

compound no. | 37 | 38 | 39 | 40 | 41 | 42
mcGAS inh | -6 | -5 | -15 | x | x | -1
hcGAS inh | -7 | 0 | -4 | -5 | -7 | -8
NPYLR7 ag | 9 | 2 | x | -1 | 14 | -16

Entries from the list above containing a thiophene ring, fused or not (2):
13: CCOC(=O)c1scc(-c2ccccc2)c1S(=O)(=O)N1CC=C(c2ccccc2)CC1
37: COCCCN(CC(=O)N(CCc1ccc(OC)c(OC)c1)Cc1cccs1)S(=O)(=O)c1c(C)cc(C)cc1C

compound no. | 13 | 37
mcGAS inh | -6 | -6
hcGAS inh | -4 | -7
NPYLR7 ag | 0 | 9

(further entries)
43: Cc1noc(C)c1C(=O)N1CC[C@@H](c2ccc3ccccc3c2)[C@H](O)C1
44: Cc1ccccc1-c1cnnc(N2CCCC(COc3ccccc3F)C2)n1 (stereo unspecified)
45: CCOC(=O)CCc1c(C)nc2ncnn2c1N1CCN(C(=O)C2COc3ccccc3O2)CC1 (stereo unspecified)
46: CC(C)(CO)NCC(O)c1ccccc1 (stereo unspecified)
47: C=CC[C@@H]1CC=C[C@@H](C)N1C(=O)CCc1ccc(OC)cc1
48: CCC(C(=O)N1CCC(C(=O)NC2CCCC[C@H]2NC(=O)c2ccccc2C)CC1)c1ccccc1 (stereo partly specified)

compound no. | 43 | 44 | 45 | 46 | 47 | 48
mcGAS inh | x | -11&-2 | -7 | x | 0 | -9
hcGAS inh | 4 | -10&-6 | -6 | -3 | 2 | -4
NPYLR7 ag | 0 | 9&0 | 27 | -7 | -2 | x

49: N#Cc1cccc(NC(=O)Cn2nnc(-c3ccccc3)c2COc2ccc3ccccc3c2)c1
50: COC(=O)c1cc2sc(Cl)cc2n1CC(=O)NCC1CCCO1 (stereo unspecified)
51: NCC1CCN(Cc2cccc(-c3nc(-c4ccncc4)cc(=O)[nH]3)c2)CC1
52: Cc1cc(C(=O)N2CCC3(CC2)OCCO3)c(C)n1-c1cccc(F)c1
53: Cc1ccc(-n2nc(C(=O)c3cccs3)c(C#N)c2N)cc1
54: O=c1cccnn1CCCNS(=O)(=O)c1cccc(C(F)(F)F)c1

compound no. | 49 | 50 | 51 | 52 | 53 | 54
mcGAS inh | x | -4 | x | -3 | x | -8
hcGAS inh | -9 | -8 | -3 | 4 | -6 | -7
NPYLR7 ag | 9 | 5 | 7 | 8 | 0 | -5

55: CC(C)c1nnc(CNC(C)(C)c2ccc(Cl)cc2)o1
56: CCCc1cc(=O)[nH]c(-n2nc(C)cc2NC(=O)c2ccc(S(=O)(=O)N(CC)CC)cc2)n1
57: CCOC(=O)C1CCCCN1CC(=O)N1N=C(c2ccccc2OC)CC1c1ccc(OCC)cc1 (stereo unspecified)
58: CCOc1ccccc1-c1cc(C(=O)O)c2[nH]c(C)nc2n1
59: COc1ccc(N2CN(C(=O)CN(CC(C)C)C(=O)C3CC3)CC2=O)cc1
60: CCC(C)N(Cc1cc(NC(=O)COC)ccc1N(C)C)S(=O)(=O)c1cccc(Cl)c1 (stereo unspecified)

compound no. | 55 | 56 | 57 | 58 | 59 | 60
mcGAS inh | -1 | -7 | 1 | -8 | -6 | -4
hcGAS inh | 0 | -4 | 2 | -9 | -2 | -7
NPYLR7 ag | -9 | 7 | -14 | 3 | 4 | x

61: Cc1cccc(NC(=O)CCC2CCN(C(=O)C3COc4ccccc4O3)CC2)c1 (stereo unspecified)
62: COc1cccc(C(=O)NC(C(=O)NCc2ccco2)C2CCN(C(=O)c3ccc(Cl)cc3)CC2)c1 (stereo unspecified)
63: CCOc1ccc(NC(=O)N(CCOC)CC(=O)N(Cc2ccc(F)cc2)Cc2sccc2C)cc1
64: CCNC(=O)[C@@H]1C[C@H](N)CN1C(=O)c1ccnc(OC)c1
65: COc1ccc(CN(CCN2CCOCC2)CC(O)c2ccccc2)cc1OC (stereo unspecified)
66: CCCCOc1ccc(S(=O)(=O)N2CCN(Cc3cc(=O)c(OCc4ccc(SC)cc4)co3)CC2)cc1

compound no. | 61 | 62 | 63 | 64 | 65 | 66
mcGAS inh | x | -3 | -5 | -15 | -3 | -6
hcGAS inh | -1&-9 | -3 | -9 | -1 | -4 | -12
NPYLR7 ag | 14&8 | 6 | 16 | 12 | -3 | 26

Structural class, the compounds so far containing a furan ring, fused or not.
8: Cc1cc(OCc2nc(C(=O)NCc3ccco3)cs2)ccc1Cl
41: Cc1cc(C)c(C(=O)N2CCOC(CCN(C)C)C2)o1 (stereo unspecified)
62: COc1cccc(C(=O)NC(C(=O)NCc2ccco2)C2CCN(C(=O)c3ccc(Cl)cc3)CC2)c1 (stereo unspecified)

compound no. | 8 | 41 | 62
mcGAS inh | -5 | x | -3
hcGAS inh | -5 | -7 | -3
NPYLR7 ag | 25 | 14 | 6

Other results:
67: CCCCCN(CC(=O)Nc1cc(C(C)(C)C)nn1-c1ccc(C)cc1C)C(=O)c1cccc(C(F)(F)F)c1
68: CCCCN(CC(=O)N1CCc2sccc2C1c1ccc(OC)cc1)S(=O)(=O)c1c(C)cc(C)cc1C (stereo unspecified)
69: CNC(=O)C1CCCN(S(=O)(=O)N(C)C2CCCCC2)C1 (stereo unspecified)
70: COCCOC(=O)C1=C(C)N(C)C(=S)NC1c1cccc(NC(=O)Nc2ccc(Cl)cc2)c1 (stereo unspecified)
71: COC(=O)CCn1c(=O)c2c(nc3n(-c4cc(C)cc(C)c4)c(C)cn23)n(C)c1=O
72: O=C(/C=C/c1ccncc1)NC1CCCN(CCCc2ccccc2)C1 (stereo unspecified)

compound no. | 67 | 68 | 69 | 70 | 71 | 72
mcGAS inh | -3 | -4 | x | -7 | -7 | x
hcGAS inh | -3 | -6 | -4 | -11 | 6 | -10
NPYLR7 ag | 12 | -4 | 5 | 1 | 8 | 6

Compound profiles, from the list above. Values in the order: mcGAS inh | hcGAS inh | NPYLR7 ag
COC(=O)CCn1c(=O)c2c(nc3n(-c4cc(C)cc(C)c4)c(C)cn23)n(C)c1=O is listed as -7 | 6 | 8
CCCCCN(CC(=O)Nc1cc(C(C)(C)C)nn1-c1ccc(C)cc1C)C(=O)c1cccc(C(F)(F)F)c1 is listed as -3 | -3 | 12
CCCCN(CC(=O)N1CCc2sccc2C1c1ccc(OC)cc1)S(=O)(=O)c1c(C)cc(C)cc1C (stereo unspecified) is listed as -4 | -6 | -4

The listing continues:
73: O=C(c1cc(COc2ccccc2)on1)N1CCCC(CN2CCOCC2)C1 (stereo unspecified)
74: COc1cccc2cc(-c3nnc(-c4ccc([N+](=O)[O-])cc4)o3)c(=O)oc12
75: CC(C)CN1CC(C(=O)N2CCC(O)(c3ccccc3)CC2)CC1=O (stereo unspecified)
76: Cc1nccn1-c1cc(NCCNC(=O)Cc2ccccc2)ncn1
77: O=C(NCc1nnnn1-c1ccc(F)c(F)c1)c1cccs1
78: COc1cccc2cc(CNCC3CCOC3c3cnn(C)c3)oc12 (stereo unspecified)
79: CC(C(=O)Nc1cc(Cl)ccc1N(C)C)n1ccnc1 (stereo unspecified)

compound no. | 73 | 74 | 75 | 76 | 77 | 78 | 79
mcGAS inh | -5 | -6 | x | -11 | -8 | x | x
hcGAS inh | -3 | -5 | -4 | -4 | -7 | -11 | -9
NPYLR7 ag | 1 | 9 | 1 | -16 | 5 | 2 | 12

3 structures already listed, sorted by formula weight, lowest first:
76: Cc1nccn1-c1cc(NCCNC(=O)Cc2ccccc2)ncn1
78: COc1cccc2cc(CNCC3CCOC3c3cnn(C)c3)oc12 (stereo unspecified)
75: CC(C)CN1CC(C(=O)N2CCC(O)(c3ccccc3)CC2)CC1=O (stereo unspecified)

compound no. | 76 | 78 | 75
mcGAS inh | -11 | x | x
hcGAS inh | -4 | -11 | -4
NPYLR7 ag | -16 | 2 | 1
